FLuc modulator – counter-screen for miR-21 project: firefly luciferase inhibitors or activators | purified FLuc, Km substrates, luminescence inhibition | P08659 | AID 588342 | Potency, µM (doses to about 57.5 µM), inactives show at the highest dose activity change, negative = inhibition, most hits filed as inhibitors | 6.9% of 360,000 active;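 further: potency means the concentration at half of the fitted maximal effect; plate controls were vehicle for no effect and reference inhibitor for full effect; nearly all actives have a fitted effect of over 55% in size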
Target sequence (P08659 whole entry, looked up): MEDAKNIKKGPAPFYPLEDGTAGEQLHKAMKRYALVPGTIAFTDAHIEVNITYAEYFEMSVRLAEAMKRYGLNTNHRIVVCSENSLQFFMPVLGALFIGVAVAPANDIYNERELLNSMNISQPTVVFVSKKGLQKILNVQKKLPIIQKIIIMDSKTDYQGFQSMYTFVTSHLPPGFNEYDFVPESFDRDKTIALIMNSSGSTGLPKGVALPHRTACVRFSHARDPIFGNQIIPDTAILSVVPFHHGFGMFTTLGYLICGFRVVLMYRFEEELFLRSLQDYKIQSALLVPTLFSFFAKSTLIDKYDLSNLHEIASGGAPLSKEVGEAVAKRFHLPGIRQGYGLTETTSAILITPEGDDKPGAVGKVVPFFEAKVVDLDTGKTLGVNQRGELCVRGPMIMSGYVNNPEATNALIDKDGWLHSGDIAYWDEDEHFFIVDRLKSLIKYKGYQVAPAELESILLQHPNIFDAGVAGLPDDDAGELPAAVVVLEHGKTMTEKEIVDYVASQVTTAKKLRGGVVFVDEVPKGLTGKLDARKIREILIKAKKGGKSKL
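Purified P. pyralis luciferase, 10 nM final, with Km-level 10 uM D-luciferin and 10 uM ATP in 50 mM Tris acetate pH 7.5, 10 mM Mg acetate, 0.01% Tween-20, 0.05% BSA; 6-point qHTS titration about 60 µM downward; luminescence read.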
RORgamma inh – inhibitors of mouse ROR gamma transcriptional activity. Drosophila S2 Gal4-RORgamma UAS-luciferase reporter, 20 h. Potency, µM (doses to about 53.6 µM), without a hit: at the top dose activity change, negative = inhibition, most hits filed as inhibitors. 5.4% of 310,000 active. AID 2551; further: potency means the concentration at half of the fitted maximal effect; on the % scale 0 is the no-effect control and ±100 the full control effect; nearly all actives have a fitted effect of over 60% in size
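Drosophila Schneider cells stably carrying a metallothionein-driven Gal4 DBD–ROR gamma fusion and a UAS-Photinus luciferase reporter were exposed to compound for 1 hr, then induced with copper sulfate (700 uM final) for 20 hr at ambient temperature before luminescence reading.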
KCNH2 3.1 block – inhibitors of human KCNH2 3.1 potassium channel isoform; AID 720553; 0.95% of 340,000 active; activity change, % (tested at about 1.8 µM); U2OS KCNH2 3.1, thallium flux FluxOr; active compounds read low;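 active means maximum activity change below -70%; inconclusive means maximum activity change from -70% to -50%; inactive means maximum activity change above -50%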;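 further: thallium influx rate constant from kinetic fluorescence after stimulation buffer; on the % scale 0 is the no-effect control and ±100 the full control effect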
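U2OS cells transduced with KCNH2 3.1 mutant virus (1.77 x 10^8 /mL, 4 h), plated overnight at 37 C, loaded 45 min with FluxOr dye plus Red40 quencher. Thallium flux rate constant from kinetic reads after stimulation buffer, normalised to controls.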
Rab9 promoter act – activators of Rab9 promoter; 2.8% of 320,000 active; Huh7 Rab9 promoter-luciferase reporter, luminescence, 24 h; Potency, µM (series often up to 9.22 µM), for inactives: at the top dose activation, negative = inhibition, actives largely listed as activators; further: potency means the concentration at half of the fitted maximal effect; % of control where 0% means no effect; nearly all actives have a fitted effect of over 60% in size
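Cells were plated at 1500 per well in reduced-serum medium with 10% FBS and left 2 h. Compound in DMSO was then added for 24 h at 37 °C. Reporter signal was read by luminescence after 10 min with luciferase detection reagent.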
Giardia kill – Giardia lamblia killing; 0.15% of 340,000 active; Giardia lamblia trophozoite viability; activity change, % at 7.66 µM, hits read low; AID 540267; in the data active means activity change below about -80%; inconclusive means between about -30% and that limit;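 further: parasites exposed to compound for two days anaerobically before the ATP read; on the % scale 0 is the no-effect control and ±100 the full control effect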
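Each well holds 100 Giardia trophozoites and compound. After two days (48 hrs) at 37 deg C in anaerobic conditions, ATP is quantified by luminescence.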
NPC1 prom act – NPC1 promoter activation; Huh7 NPC1 promoter luciferase reporter, 24 h; Potency, µM (series often up to 9.22 µM), for the others: at the highest dose activation, usual class: activators; 2.4% of 320,000 active;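 further: potency means the concentration at half of the fitted maximal effect; % of control where 0% means no effect; nearly all actives have a fitted effect of over 60% in size; reporter is driven by a mutant NPC1 promoter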
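Cells: Huh7 expressing luciferase under the NPC1 promoter, 1500/well. Seeded 2 h, compound added, incubated 24 h at 37 °C. Luciferase reagent, 10 min ambient, then luminescence.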
FBPA coupling cs – coupling enzyme interference in Giardia aldolase counter-screen; AID 2472; activity change, negative = inhibition, % at 58.2 µM, hits read low; 0.67% of 290,000 active; coupling enzyme system counterscreen, AmpLite Red fluorescence; in the data active means activity change below about -30%; further: on the % scale 0 is the no-effect control and ±100 the full control effect
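Coupling enzymes only (glyceraldehyde-3-phosphate) + compound, at 57.5 uM final, 10 min RT; add substrate/coupling/AmpLite Red mix, 20 min RT; fluorescence ex 525/em 598 nm. Actives flag coupling-system interference.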
uPA surface inh – blocks generation of uPA at the cell surface. cell surface uPA generation assay, qHTS. AID 540303. Potency, µM (doses to about 38.3 µM), without a hit: at the top dose activity change, negative = inhibition, usual class: inhibitors. 0.31% of 330,000 active; active means well fitted inhibition curve with a large enough effect; inconclusive means small, poorly fitted or top-dose-only effect; inactive means no such curve, though single readings can be large or run the other way; tested in mouse RAW 264.7 cells; further: potency means the concentration at half of the fitted maximal effect; on the % scale 0 is the no-effect control and ±100 the full control effect; nearly all actives have a fitted effect of over 55% in size
VP16 counter – inhibits Gal4-VP16 luciferase reporter, ROR gamma counter-screen; Potency, µM (highest dose often 53.6 µM), for the others: at the highest dose activity, negative = inhibition, hits mostly inhibitors; 3.5% of 310,000 active; AID 2546; Drosophila S2 Gal4-VP16 UAS-luciferase, luminescence, 20 h;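 further: Gal4-VP16 expression switched on by copper sulfate through the metallothionein promoter; potency means the concentration at half of the fitted maximal effect; on the % scale 0 is the no-effect control and ±100 the full control effect; nearly all actives have a fitted effect of over 50% in size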
ELG1 genotoxic – induces genotoxicity in HEK293T cells with luciferase-tagged ELG1. Potency, µM (doses to about 46 µM), for inactives: at the top dose activity change, positive = activation, usual class: activators. 1.3% of 330,000 active. HEK293T ELG1-luciferase reporter, luminescence, 16 h; further: potency means the concentration at half of the fitted maximal effect; % of control where 0% means no effect; nearly all actives have a fitted effect of over 60% in size
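Reporter readout depends on ELG1 protein level, which increases with genetic stress. After 16 hr compound exposure at 37 °C, luciferase activity was quantified using ONE-Glo.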
Tb PFK block – inhibitors of T. brucei phosphofructokinase | O15648 | T. brucei PFK, ADP-Glo luminescence | Potency, µM (doses to about 57.5 µM), for the others: at the highest dose activity, negative = inhibition, hits mostly inhibitors | 0.17% of 330,000 active;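 further: potency means the concentration at half of the fitted maximal effect; 0% = uninhibited 1x PFK enzyme wells and -100% = no-enzyme wells; nearly all actives have a fitted effect of over 60% in size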
Target sequence (O15648 whole entry, looked up): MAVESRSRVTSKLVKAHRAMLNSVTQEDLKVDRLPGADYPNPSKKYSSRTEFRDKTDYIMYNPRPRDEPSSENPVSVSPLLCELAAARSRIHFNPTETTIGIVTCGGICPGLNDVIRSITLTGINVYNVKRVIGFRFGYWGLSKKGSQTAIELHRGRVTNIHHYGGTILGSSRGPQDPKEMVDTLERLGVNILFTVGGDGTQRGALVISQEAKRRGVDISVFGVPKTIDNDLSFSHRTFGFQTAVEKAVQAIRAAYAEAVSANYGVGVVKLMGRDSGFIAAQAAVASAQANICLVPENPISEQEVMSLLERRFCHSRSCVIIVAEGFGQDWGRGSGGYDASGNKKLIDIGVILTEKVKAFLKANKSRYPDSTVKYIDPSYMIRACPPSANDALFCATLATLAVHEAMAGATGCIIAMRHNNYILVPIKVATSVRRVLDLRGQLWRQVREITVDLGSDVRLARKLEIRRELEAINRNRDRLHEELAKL
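1.25 nM PFK with 0.5 mM F6P and 0.1 mM ATP in 0.1 M TEA pH 8.0, 5 mM MgCl2, incubated 45 min at room temperature; ADP measured by ADP-Glo luminescence; compounds titrated up to 57 uM.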
Starred values were filed as active, the others as inactive; u = inconclusive; x = not tested or not shown; & = joins results of further samples; [ ] = remark or other dose. Unless noted, the call rests on the fitted dose curve; in most records, active means well fitted curve in the direction sought with a large enough effect; inconclusive means small, poorly fitted or top-dose-only effect, or another doubt; inactive means no such curve, though single readings can be large; an effect the other way counts as inactive or inconclusive.

SMILES | FLuc modulator | RORgamma inh | KCNH2 3.1 block | Rab9 promoter act | Giardia kill | NPC1 prom act | FBPA coupling cs | uPA surface inh | VP16 counter | ELG1 genotoxic | Tb PFK block
CC(=O)O[C@@]12CO[C@@H]1C[C@@H](O)[C@@]1(C)C(=O)[C@H](O)C3=C(C)[C@@H](OC(=O)[C@H](O)[C@@H](NC(=O)c4ccccc4)c4ccccc4)C[C@@](O)([C@@H](OC(=O)c4ccccc4)C12)C3(C)C (some centres not stated) | 2% | u | 9 | -30%[inhibitor] | -12 | -33%[inhibitor] | 0 | u | u | 5% | 0%
O=[N+]([O-])c1ccc(C2C3C(c4ccccc4)=NC4(CCCCC4)N32)cc1 (configuration not stated) | 8% | -12% | 2 | 1% | -12 | 1% | 3 | 3% | -4% | -6% | -7%
C[C@]1(O)CCC2C3CC[C@H]4C[C@@H](OC(=O)CNC(=O)CN)CC[C@]4(C)C3CC[C@@]21C (some centres not stated) | x | x | -2 | x | -3 | x | x | -5% | x | -2% | 6%
Cc1ccc(C(=O)N/C(=C\Cl)P(=O)(c2ccccc2)c2ccccc2)cc1 | -1% | -7% | 4 | -4% | 12 | -1% | 2 | -2% | 0% | 0% | 1%
CCOc1cc(CNCCc2cccc(F)c2)ccc1OC | -2% | -9% | -3 | -11% | 17 | -1% | 1 | -6% | -3% | -3% | -11%
CN(Cc1c[nH]c2ccccc12)C1CCCCC1 | 0% | u | -9 | -9% | -9 | -1% | -3 | -2% | 15% | 8% | -1%
CC(C)c1ccc(-n2c(O)c(/C=N/N3CCOCC3)c(=O)[nH]c2=S)cc1 | -3% | -24% | -7 | -1% | 15 | 1% | 4 | 5% | 3% | -1% | 1%
CCC(=O)Nc1nc2ccccc2n1CCN(C)C | -1% | u | -26 | 1% | 27 | -1% | -4 | -5% | u | 2% | -5%
CCCCn1c(O)c(/C=N/N2CCOCC2)c(=O)[nH]c1=S | -2% | 2% | 16 | -2% | -10 | 1% | 0 | 16% | -15% | 0% | 1%
COc1ccc(CCn2c(O)c(C=NCc3ccc4c(c3)OCO4)c(=O)[nH]c2=O)cc1OC | 5% | 9% | x | 1% | 10 | 19% | 0 | -9% | -4% | 0% | -4%

Continued (5 carried over from the part before).
SMILES | FLuc modulator | RORgamma inh | KCNH2 3.1 block | Rab9 promoter act | Giardia kill | NPC1 prom act | FBPA coupling cs | uPA surface inh | VP16 counter | ELG1 genotoxic | Tb PFK block
CN(Cc1c[nH]c2ccccc12)C1CCCCC1 | 0% | u | -9 | -9% | -9 | -1% | -3 | -2% | 15% | 8% | -1%
CC(C)c1ccc(-n2c(O)c(/C=N/N3CCOCC3)c(=O)[nH]c2=S)cc1 | -3% | -24% | -7 | -1% | 15 | 1% | 4 | 5% | 3% | -1% | 1%
CCC(=O)Nc1nc2ccccc2n1CCN(C)C | -1% | u | -26 | 1% | 27 | -1% | -4 | -5% | u | 2% | -5%
CCCCn1c(O)c(/C=N/N2CCOCC2)c(=O)[nH]c1=S | -2% | 2% | 16 | -2% | -10 | 1% | 0 | 16% | -15% | 0% | 1%
COc1ccc(CCn2c(O)c(C=NCc3ccc4c(c3)OCO4)c(=O)[nH]c2=O)cc1OC | 5% | 9% | x | 1% | 10 | 19% | 0 | -9% | -4% | 0% | -4%
CCC(=NCc1cccnc1)c1c(O)n(-c2ccccc2)c(=O)[nH]c1=O | 1% | 29% | 4 | -7% | 11 | u | -3 | -11% | -1% | 0% | -5%
COc1ccc(NC(=O)C2C3CCC(O3)C2C(=O)O)c(OC)c1 (configuration not stated) | -1% | -29% | 1 | 2% | 1 | -11% | 0 | -8% | 7% | u | 0%
CCN1CCN(Cc2nc3ccc([N+](=O)[O-])cc3c(=O)n2-c2ccccc2F)CC1 | 0% | 12% | 6 | -1% | 6 | 10% | 4 | 5% | 4% | -2% | -12%
CCCCC(=O)N/N=C/c1c(O)n(Cc2ccco2)c(=O)[nH]c1=O | -2% | u | -2 | 1% | -20 | -3% | 3 | 0% | -28% | -1% | 0%
O=[N+]([O-])c1ccc(Sc2nc3ccccc3o2)c([N+](=O)[O-])c1 | -3% | u | -7 | 0% | 9 | 4% | -8 | u | 3% | -3% | -4%
CCOP(=O)(OCC)C(NC(=O)NC)C(N)=O (configuration not stated) | -1% | -7% | 32 | 1% | 2 | -2% | 3 | 0% | -8% | -3% | 2%
COC(=O)C1=C(c2ccccc2OCc2ccccc2)C[C@@H]2CC[C@H]1N2C(=O)NCc1ccc(N(C)C)cc1 | 8% | x | -116* | -8% | 14 | -2% | x | u | x | -4% | 2%
O=S(=O)(c1ccc2nc(COc3ccc(Cl)cc3Cl)[nH]c2c1)N1CCOCC1 | u | 27% | -10 | -1% | -4 | 0% | 2 | -15% | 1% | -2% | u
N=c1sc2c(n1Cc1ccccc1)CCCC2 | 1% | -4% | -15 | 9% | 10 | -4% | 3 | -8% | -1% | -7% | -4%
O=C(c1cccs1)c1cn(Cc2ccccc2Cl)c2ccccc12 | 0% | -3% | 14 | -5% | -28 | -1% | 0 | 1% | 6% | 5% | 0%
O=c1c2ccccc2nc(CN2CCOCC2)n1-c1ccccc1F | 4% | -27% | -8 | 1% | -12 | -2% | 1 | 1% | 5% | 1% | -1%
COCCNC(=O)Cn1cc(/C=C2\C(=O)NC(=O)N(c3ccccc3F)C2=O)c2ccccc21 | -12% | 20% | -7 | 0% | 5 | -1% | 5 | 0% | -26% | 1% | 21%
Cc1c(C)c2cc(Cl)c(OCC(=O)N3C[C@H]4C[C@@H](C3)c3cccc(=O)n3C4)cc2oc1=O | 1% | 10% | 10 | -3% | 9 | 2% | -4 | -11% | -6% | 5% | 4%
O=C1NC(=O)N(Cc2ccccc2)C(=O)/C1=C\N1CCCc2ccccc21 | 3% | 1% | 1 | 0% | -7 | -3% | -7 | -3% | -8% | 1% | 0%
O=C1CNC(c2ccccc2Cl)c2cc(Br)ccc2N1 (configuration not stated) | 6% | -22% | -9 | 0% | -13 | 1% | -11 | 3% | 0% | 0% | -4%
CCc1nc2ccc(N3CCN(C)CC3)cc2nc1CC | u | -2% | 11 | 21% | 55[activator] | 9% | 0 | -2% | 10% | 5% | -4%
Cc1ccccc1-c1nc(CS(=O)CC(=O)N2CCC3(CC2)OCCO3)c(C)o1 (configuration not stated) | -14% | -5% | -9 | -7% | -5 | 2% | 5 | x | 1% | 1% | 28%
CCn1c(O)c(C=Nc2cc(Cl)ccc2Cl)c(=O)n(CC)c1=O | 2% | 4% | -7 | -3% | -9 | -2% | 0 | 1% | -14% | -2% | 4%
c1ccc2cc(C3N4CCCN34)ccc2c1 (configuration not stated) | -9% | 4% | -2 | -1% | 1 | -1% | -1 | -12% | 5% | 7% | 2%
Cn1cc(C(=O)Cc2ccccc2)c2ccccc21 | 1% | -1% | -12 | -7% | -9 | -3% | -2 | 0% | 22% | 12% | 1%
O=C1CC(N2CCC(n3c(=O)[nH]c4ccccc43)CC2)C(=O)N1c1ccc(F)cc1 (configuration not stated) | 9% | -9% | 0 | -1% | 4 | 0% | -1 | 7% | -2% | 3% | -2%
CC(C)(O)/C=C/C(=O)[C@](C)(O)C1[C@H](O)C[C@@]2(C)C3CC=C4C(C[C@H](O)[C@@H](O)C4(C)C)[C@]3(C)C(=O)C[C@]12C (some centres not stated) | x | x | -1 | x | 7 | x | x | u | x | 0% | 6%
C[N+]1(C)[C@@H]2CC[C@H]1CC(OC(=O)[C@@H](CO)c1ccccc1)C2 (some centres not stated) | u | 0% | -14 | -1% | -13 | -2% | 0&1 | 5% | -7% | 0% | -4%
CSc1ccc(CNC(C)C(O)c2ccccc2)cc1 (configuration not stated) | -2% | 1% | -2 | -11% | 0 | -5% | -1 | -4% | 9%[10 µM] | 0% | -6%
CCc1sc(C(=O)N2CCC3(CC2)OCCO3)cc1Br | 3%[2.3 µM] | -19% | 14 | -1% | 0 | 0% | 4 | x | -1% | 2% | 0%
CC(/C=C(\C)Nc1ccccc1)=Nc1ccccc1 | -6% | 25% | 1 | -5% | 22 | -6% | -4 | -5% | -1% | 2% | -1%
CN1C(=O)N(C)C(=O)C2(Cc3c(ccc4ccccc34)N(C)C2)C1=O | 1% | -8% | -3 | -3% | 16 | -4% | -29 | 1% | 4% | -3% | -3%

Source: PubChem (National Center for Advancing Translational Sciences (NCATS))

Only part of the results is shown; count on the stated rates, not on these rows.
